Screening results deposited in PubChem by The Scripps Research Institute Molecular Screening Center.
CHO-K1 Ca ag – counter-screen for M1 agonists: effect in parental CHO-K1 cells. 360,000 compounds, 0.48% hits. Fluo-8 calcium fluorescence; scaled to maximal ATP response, vehicle zero. activation, % at 3 µM. AID 602248; in the data active means activation above about 15%;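 further: untransfected CHO-K1 host cells lacking M1 receptor as counterscreen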
TAAR1 antag – antagonists of human TAAR1; Q96RJ0; inhibition, % at 3 µM; AID 624466; CHO RD-HGA16 TAAR1, Fluo-8 calcium fluorescence, antagonist; 360,000 compounds, 1.5% hits;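 active means inhibition above a per-plate cutoff, the mean inhibition of test compounds on that plate plus 3 SD, cut at about 49% in these data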;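 further: 0% = DMSO plus EC80 beta-PEA response and 100% = DMSO alone without agonist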
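Test system – hTAAR1-expressing CHO RD-HGA16 cells, Gα16-coupled · Reagent – β-PEA at EC80 concentration, post-compound challenge · Compound dosing – 3 µM, single point · Timing – 140 s kinetic read after compound, 140 s after agonist · Detection – Fluo-8 intracellular calcium dye fluorescence, real-time kinetic reads · Control set – DMSO and EC80 PEA controls · Repeats – n of 1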
OXTR potentiator – human OXTR potentiation; AID 2445; activation, % at 3 µM; 320,000 compounds, 0.061% hits; CHO-OTR cells, Fluo-8 calcium fluorescence, potentiator mode; 0% = oxytocin EC15, 100% = EC100;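 active means activation above that plate's cutoff, the mean activation of tested compounds plus 3 SD, cut at about 6.6% in these data, passing the limit was not always enough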;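 further: 100% uses oxytocin at 75 nM as the full agonist control; some results filed as inactive read as strong as hits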
Target sequence (P30559 whole entry, looked up): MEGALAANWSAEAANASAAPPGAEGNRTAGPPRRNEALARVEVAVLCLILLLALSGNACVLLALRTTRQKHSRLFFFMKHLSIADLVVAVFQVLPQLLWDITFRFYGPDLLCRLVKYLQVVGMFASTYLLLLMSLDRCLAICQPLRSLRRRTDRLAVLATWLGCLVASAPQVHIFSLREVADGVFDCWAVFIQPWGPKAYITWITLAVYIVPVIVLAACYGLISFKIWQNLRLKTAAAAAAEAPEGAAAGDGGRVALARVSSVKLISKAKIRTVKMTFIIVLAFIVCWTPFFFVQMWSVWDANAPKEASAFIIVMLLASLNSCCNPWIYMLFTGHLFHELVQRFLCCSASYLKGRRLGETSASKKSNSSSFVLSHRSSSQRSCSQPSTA
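Material: CHO-OTR cells, human receptor; compound dosing: single dose, 3.0 µM nominal final compound concentration; schedule: 6 min compound pre-incubation at room temperature, 100 s kinetic read; measured by: kinetic Fluo-8 calcium fluorescence; read-out basis: % activation vs EC15 and EC100 oxytocin; controls: EC15 oxytocin alone as 0%, 75 nM oxytocin as 100%; replicates: singlicate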
M1 PAM parental – nonselective activator or artifact in parental CHO-K1 calcium assay; ATP EC20, Fluo-8 calcium fluorescence; 0% at ATP EC20, 100% at ATP max; activation, % at 3 µM; 360,000 compounds, 0.02% hits;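 active means activation above the run cutoff, the mean activation of all test compounds plus 3 SD, cut at about 40% in these data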;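 further: peak over basal fluorescence ratio in a 140 s read after ATP addition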
CHO parental Ca – signal in parental CHO cells, OX1R antagonist counter-screen; 330,000 compounds, 0.63% hits; parental CHO-K1, ATP-induced calcium, Fluo-8 fluorescence; inhibition, % at 5.6 µM;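 active means inhibition above that plate's mean sample inhibition plus 3 SD, cut at about 26% in these data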;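 further: 0% = ATP-challenged DMSO wells and 100% = DMSO wells without ATP; some compounds past the cut are filed as inactive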
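Test system: untransfected parental CHO cell line. Compound: one dose, 5.6 µM nominal. Detection: intracellular calcium via Fluo-8 no-wash fluorescent dye. Measure: % inhibition. Benchmarks: ATP-challenged DMSO wells low, unchallenged DMSO wells high.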
M1 antag – antagonists of human M1 muscarinic receptor; P11229; CHO-K1 hM1, Fluo-8 calcium fluorescence, ACh EC80 antagonist; inhibition, % at 3 µM; 360,000 compounds, 1.3% hits;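 active means percent inhibition above its own plate's cutoff, namely the mean of that plate's compound wells plus 3 SD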;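 further: peak over basal fluorescence ratio during 140 s after agonist addition; 0% = ACh EC80 plus DMSO and 100% = DMSO alone without agonist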
Target sequence (P11229 whole entry, looked up): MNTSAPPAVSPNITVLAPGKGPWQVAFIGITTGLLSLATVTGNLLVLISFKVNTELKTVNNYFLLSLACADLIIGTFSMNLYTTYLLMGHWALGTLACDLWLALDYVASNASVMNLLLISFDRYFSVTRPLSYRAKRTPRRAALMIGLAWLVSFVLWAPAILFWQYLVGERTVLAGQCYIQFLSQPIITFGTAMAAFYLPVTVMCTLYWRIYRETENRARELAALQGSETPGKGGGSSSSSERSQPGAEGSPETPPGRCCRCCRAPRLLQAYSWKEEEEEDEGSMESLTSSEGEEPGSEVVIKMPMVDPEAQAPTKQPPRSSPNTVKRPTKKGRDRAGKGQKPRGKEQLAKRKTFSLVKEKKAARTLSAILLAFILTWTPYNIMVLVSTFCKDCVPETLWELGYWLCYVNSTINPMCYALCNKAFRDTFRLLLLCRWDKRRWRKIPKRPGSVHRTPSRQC
TAAR1 agonist – human TAAR1 agonism; activation, % at 3 µM; 360,000 compounds, 0.99% hits; CHO RD-HGA16 TAAR1, Fluo-8 calcium fluorescence; vehicle wells 0%, saturating PEA agonist 100%; Q96RJ0;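 active means activation above the mean activation of all test compounds in the run plus 3 SD, cut at about 38% in these data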
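Signal – calcium-sensitive Fluo-8 signal, excitation 470-495, emission 515-575 nm · System – RD-HGA16 (CHO) cells co-expressing Gα16 and hTAAR1 · Incubation – 17-24 h seeding, 75 min 37 °C dye, 30 min RT · Compound dosing – 3 µM single concentration · Repeats – no replicates (n 1)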
CHRM1 agonist – agonists of human M1 muscarinic receptor | P11229 | CHO-K1 hM1, Fluo-8 calcium fluorescence, agonist mode; 0% DMSO, 100% acetylcholine EC100 | activation, % at 3 µM | 360,000 compounds, 0.33% hits | AID 588814;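 active means activation above the run's mean compound activation plus 3 SD, cut at about 16% in these data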;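 further: peak over basal fluorescence ratio within a 140 s kinetic read after compound addition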
CHO-K1 Ca antag – counter-screen for M1 antagonists: effect in parental CHO-K1 cells; ATP-induced calcium, Fluo-8 fluorescence; inhibition, % at 3 µM; 360,000 compounds, 0.6% hits; AID 602250;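 active means inhibition above a per-plate cutoff, the plate's mean sample inhibition plus 3 SD, cut at about 24% in these data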;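 further: 0% = DMSO plus EC80 ATP and 100% = DMSO alone without ATP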
* hit, by the source's call; . = no result given.

Values in the order – CHO-K1 Ca ag | TAAR1 antag | OXTR potentiator | M1 PAM parental | CHO parental Ca | M1 antag | TAAR1 agonist | CHRM1 agonist | CHO-K1 Ca antag
Cc1cccc(N/C=C/c2onc(C)c2[N+](=O)[O-])c1
 : 0.6 | -4 | -8 | 21 | -4 | -12 | 6 | 2 | -5
CCOc1ccc(NC(=O)c2nn(-c3ccc(OC)cc3OC)c(=O)c3ccccc23)cc1
 : . | -5 | -5 | . | -4 | . | 6 | . | .
CN(CC(=O)Nc1ccccc1Cl)C(=O)COc1cccc2c1OC(C)(C)C2
 : 0.7 | -27 | -6 | 6 | -9 | -26 | 2 | 0 | -16
O=C(c1cc2ncc(Br)cn2n1)N1CCOCC1
 : 0.6 | -21 | -7 | 13 | -6 | -6 | 19 | -3 | -15
COc1ccc(NC(=O)CN2CCC(C)CC2)cc1
 : 0.0 | 4 | -1 | -1 | -8 | -7 | 1 | -11 | -9
COc1ccccc1CNC(=O)COC(=O)C1CCN(c2ccc(C(F)(F)F)cn2)CC1
 : -0.3 | -6 | -4 | 3 | -35 | -15 | -1 | -2 | -8
COc1ccc(NC(=O)CSc2ncnc3c2cnn3Cc2ccccc2)cc1OC
 : 1.1 | 22 | -9 | 0 | -17 | -1 | 16 | -2 | 3
Cc1ccc(-c2[nH]ncc2C(=O)c2ccc(Br)cc2)c(O)c1
 : 3.2 | 4 | -21 | 4 | 9 | -11 | 0 | -1 | -1
CCN(CC)S(=O)(=O)c1ccc(NC(=O)CSc2nnc(-c3ccc(F)cc3)o2)cc1
 : 6.9 | 19 | -12 | 13 | -14 | 10 | 12 | 0 | -18
COc1ccc(CNC(=O)CN2C(=O)CSc3ccc(S(=O)(=O)N4CCOCC4)cc32)cc1
 : 0.5 | -31 | -6 | 30 | -13 | 2 | 3 | -1 | -18
COc1ccc(-n2c(C)c([N+](=O)[O-])c3ccc(O)c(CN4CCCCC4)c32)cc1
 : 1.0 | -10 | 1 | 8 | -22 | 2 | 4 | -4 | -14
CNC(=S)N1CCN(c2nc(-c3ccc(Cl)cc3)cs2)CC1
 : 3.2 | 33 | -18 | -9 | -2 | -9 | 0 | 2 | 1
CCOC(=O)C1CCCN(C(=S)Nc2ccc(F)cc2)C1 (stereo not given)
 : 0.2 | 30 | -2 | 21 | -11 | 69* | 51* | 79* | -7
CC(NC(=O)/C(C#N)=C1\N=C(NC(=O)c2cccs2)c2ccccc21)c1ccccc1 (stereo not given)
 : 0.1 | -10 | -2 | 6 | -11 | -8 | 3 | -4 | -6
O=C(NCC1CCN(c2ccc(S(=O)(=O)N3CCOCC3)cc2)CC1)Nc1ccccc1F
 : 5.3 | 1 | -9 | -12 | -3 | 4 | 2 | -4 | 5
C[C@H]1CN([C@@H](C)CO)C(=O)CCCn2nncc2CO[C@H]1CN(C)C(=O)c1ccccc1
 : 1.5 | 8 | . | 19 | . | -16 | 0 | -3 | -13
O=[N+]([O-])c1ccc2[nH]c(O)c(N=NC3CCS(=O)(=O)C3)c2c1 (stereo not given)
 : 0.8 | -1 | -5 | 12 | 1 | -2 | 0 | -3 | -11
CC(C)(CNS(=O)(=O)c1cccs1)N1CCOCC1
 : 0.5 | -4 | -10 | 2 | -15 | -24 | 3 | -4 | -2
CC(NC(=O)COC(=O)C1CCN(c2ccc(C(F)(F)F)cn2)CC1)c1ccc(Br)cc1 (stereo not given)
 : 1.1 | 18 | 2 | 0 | -23 | 10 | -1 | -4 | -20
O=C(NCc1nnnn1-c1ccc(F)cc1)C(=O)c1c[nH]c2ccccc12
 : 4.2 | 38 | . | -5 | . | 4 | 18 | 2 | -1
C[C@@H](NC(=O)C[C@@H]1C[C@@H]2c3cc(NS(=O)(=O)c4ccc(F)cc4)ccc3O[C@@H]2[C@@H](CO)O1)c1ccccc1
 : 0.3 | -16 | . | 17 | . | -18 | 0 | -3 | 1
O=C(NCCCCNC(=O)c1ccccc1Cl)c1ccccc1Cl
 : -0.2 | -1 | 9 | 7 | -13 | -2 | -1 | 1 | -11
O=C(NC(c1ccc(F)cc1)c1ccc2ccccc2n1)C1CCN(Cc2cccc(C(F)(F)F)c2)CC1 (stereo not given)
 : -0.1 | 3 | . | -8 | . | 6 | -1 | -6 | -12
COC(=O)C1=C(C(=O)OC)C2(OC1c1ccccc1C)C(=O)c1ccccc1C2=O (stereo not given)
 : 0.4 | -2 | -5 | 22 | -5 | -8 | 1 | -3 | -5
COc1ccc(OC)c(NC(=S)N2CCN(C(=O)C3CCCO3)CC2)c1 (stereo not given)
 : 0.4 | -19 | . | -17 | . | 12 | 1 | 0 | 0
CCCCCCn1c(COc2ccccc2F)nnc1SCC(=O)c1c(N)n(C)c(=O)n(C)c1=O
 : . | -1 | 1 | . | -7 | . | 0 | . | .
COc1ccc(C)cc1NS(=O)(=O)c1ccc2c(c1)N(C(C)=O)CCO2
 : 3.9 | 0 | -3 | 17 | -10 | -1 | 3 | 1 | -11
Cc1nc2cc(Nc3nnc(-c4ccccc4)c4ccccc34)ccc2n1C
 : 0.4 | 3 | -14 | 15 | -25 | 0 | 9 | -13 | -20
CN(CC(=O)Nc1cccc(F)c1)C(=O)c1cccc(N2C(=O)CCC2=O)c1
 : 0.5 | -1 | -2 | 3 | -4 | -6 | -1 | -2 | -10
C/C(=N\S(=O)(=O)c1ccc(C)cc1)N1CCN(S(=O)(=O)c2ccccc2)C1
 : 0.1 | -5 | 8 | -3 | -9 | -2 | 8 | -3 | 4
O=C(NNC1=Nc2cc([N+](=O)[O-])ccc2OC1)c1ccccc1Cl
 : 0.9 | -10 | -14 | 11 | -15 | -18 | 3 | -3 | -14
Cc1cc(C(=O)NNC(=S)NCC(C)C)no1
 : 0.0 | -2 | -3 | -1 | -13 | 3 | 10 | -5 | -11
NC(=O)CC[C@H](NC(=O)c1ccc(F)cc1)C(=O)OCC(=O)NCc1ccc2c(c1)OCO2
 : 1.1 | -15 | -6 | 32 | 1 | -7 | 1 | -2 | -1
O=C(COC(=O)c1ccc(F)cc1Cl)NC1CC1
 : 0.0 | -13 | . | 8 | . | -11 | 4 | -2 | -1
O=C(c1ccccc1)c1ccc(OCC(O)CNCc2ccc(F)cc2)cc1 (stereo not given)
 : 7.4 | 13 | . | 8 | . | -11 | 48* | -3 | 2
CC1(C)CC(=O)c2cc(O)ccc2O1
 : 0.5 | 7 | -2 | -3 | -5 | -7 | -1 | -4 | 18
O=C1c2cccnc2C(=O)N1CNc1ccc(Cl)cc1
 : 0.2 | 14 | -8 | 11 | 12 | -6 | 2 | -2 | -8
CCN1N=C(c2cc(Cl)sc2Cl)CSC1=O
 : -0.1 | -7 | -3 | 16 | -8 | -9 | 17 | -4 | -18
COc1ccc(NCC(=O)N/N=C(\C)c2cc3ccccc3o2)cc1
 : 2.0 | 14 | -12 | 13 | -15 | 1 | 1 | -3 | -12
N#Cc1cccc(Cn2cc(C(F)(F)F)ccc2=O)c1
 : 0.0 | -34 | 3 | -18 | 1 | -7 | 4 | -1 | 12
Cc1ccc(C(=O)Oc2cc(N)n(S(=O)(=O)c3ccc(C)cc3)n2)cc1
 : 0.5 | -19 | -14 | 18 | -11 | -10 | 7 | -8 | -8
O=C(CN1C(=O)CC(c2ccccc2)S(=O)(=O)c2ccccc21)NC1CCCC1 (stereo not given)
 : 1.4 | -4 | -31 | 15 | -6 | 3 | 4 | -4 | -11
Cc1ccc(-n2ncc(C(=O)NCc3ccc4c(c3)OCO4)c2NC(=O)c2ccco2)cc1C
 : 1.3 | 11 | -3 | 22 | -19 | -5 | 5 | -11 | -24
Cc1ccc(CSc2nc3c(cc2C#N)CCC3)cc1
 : 0.6 | -29 | -10 | 19 | -20 | -8 | 5 | -3 | -7
CCCn1c(NC(=O)C2CCN(S(=O)(=O)c3cccs3)CC2)nc2ccccc21
 : 3.1 | 20 | -9 | 16 | 0 | -14 | 30 | -4 | -2
COC(=O)CSc1nnc(-c2ccc(S(=O)(=O)NCc3ccccc3Cl)cc2)o1
 : 3.7 | -13 | -9 | 6 | 12 | 6 | 4 | -4 | 11
Cn1c(=O)n(/N=C/c2ccccc2)c2ccccc21
 : 0.1 | -1 | 3 | 22 | -19 | 6 | 4 | -7 | -12
O=C(CN1CCN(c2ccccc2)CC1)Nc1nccs1
 : 0.2 | 11 | -1 | 12 | -6 | -1 | 0 | 0 | -15
COCCSc1nnc(NC(=O)C2CCCO2)s1 (stereo not given)
 : 0.6 | 4 | -5 | 4 | -2 | -2 | 13 | -5 | -18
O=c1c2cc(Cl)ccc2nc(-c2ccc([N+](=O)[O-])cc2)n1O
 : -0.5 | 2 | -9 | 12 | -9 | -2 | 14 | -5 | -3

Additional compounds.
Values in the order – CHO-K1 Ca ag | TAAR1 antag | OXTR potentiator | M1 PAM parental | CHO parental Ca | M1 antag | TAAR1 agonist | CHRM1 agonist | CHO-K1 Ca antag
O=C(Nc1ccc(F)cc1)N1CCCN(c2ccc(C(F)(F)F)cn2)CC1
 : 3.2 | -15 | -12 | -17 | -5 | -1 | 3 | -1 | 12
Cc1ccc(S(=O)(=O)N2CCN(c3nn(C)c(=O)n(C)c3=O)CC2)cc1C
 : -0.2 | 12 | -6 | 0 | -11 | 3 | -1 | -4 | -5
Cc1c(N2C(=O)/C(=C/c3ccccc3)SC2=S)c(=O)n(-c2ccccc2)n1C
 : 1.1 | -21 | -3 | 8 | -24 | 13 | 6 | -5 | 4
Cc1ccc(-c2nnc(CSc3nnc(COc4ccccc4)n3-c3ccc(C)cc3)o2)cc1
 : -0.1 | -16 | -14 | 3 | -19 | 6 | 5 | -1 | 14
Cc1ccc(C)c(NC(=O)c2ccc3ccccc3n2)c1
 : 0.0 | 1 | 4 | 17 | -22 | 0 | 13 | -2 | -13
CN(C)Cc1c(C(=O)N/N=C/c2ccco2)nnn1-c1nonc1N
 : 2.5 | -1 | 1 | 0 | 0 | 8 | -1 | -4 | -12
N#CC(C(N)=O)=C1CCCCC1
 : 0.7 | -27 | -5 | 4 | -9 | -15 | 4 | -1 | -5
CS(=O)(=O)n1c2ccccc2c(=O)n1-c1ccccc1CCl
 : 1.0 | -16 | . | 8 | . | -31 | 1 | -3 | -5
